ARFGAP1 inhibitor – rat ARFGAP1 inhibition. Arfgap1-stimulated ARF1 GTP hydrolysis, GDP FP detection. 360,000 compounds, 0.26% hits. Q62848. inhibition, % at 16.5 µM;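 active = inhibition above a per-plate limit, mean inhibition of low control wells plus 3 SD, cut at about 25% in these data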;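 also: 0% = DMSO wells with enzyme and 100% = wells lacking Arfgap1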
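Assay system: Rat Arfgap1 GAP domain (His6, aa 1-136), purified enzyme | Buffer or medium: HEPES 25 mM pH 7.5, NaCl 150 mM, MgCl2, DTT | Schedule: GTP hydrolysis reaction 2 h at 25 °C | Signal: FP of antibody-bound GDP Alexa 633 tracer, ex 620/em 688 nm | Measure: Percent inhibition of Arfgap1-stimulated GTP hydrolysis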
Tn7 DDE FP – inhibitors of Tn7 peptide binding to human fibrin DD(E). FP displacement of FITC-Tn7 peptide from fibrin DD(E); 0% = median of compound wells per plate. 370,000 compounds, 0.13% hits. inhibition, % at 8.3 µM. P02675;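 active = inhibition above the mean of compounds falling within the control limits plus 3 SD of them, cut at about 14% in these data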;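 also: 0% = plate median of compound wells and 100% = 10 µM Aha-Tn7 peptide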
Target sequence (P02675 whole entry, looked up): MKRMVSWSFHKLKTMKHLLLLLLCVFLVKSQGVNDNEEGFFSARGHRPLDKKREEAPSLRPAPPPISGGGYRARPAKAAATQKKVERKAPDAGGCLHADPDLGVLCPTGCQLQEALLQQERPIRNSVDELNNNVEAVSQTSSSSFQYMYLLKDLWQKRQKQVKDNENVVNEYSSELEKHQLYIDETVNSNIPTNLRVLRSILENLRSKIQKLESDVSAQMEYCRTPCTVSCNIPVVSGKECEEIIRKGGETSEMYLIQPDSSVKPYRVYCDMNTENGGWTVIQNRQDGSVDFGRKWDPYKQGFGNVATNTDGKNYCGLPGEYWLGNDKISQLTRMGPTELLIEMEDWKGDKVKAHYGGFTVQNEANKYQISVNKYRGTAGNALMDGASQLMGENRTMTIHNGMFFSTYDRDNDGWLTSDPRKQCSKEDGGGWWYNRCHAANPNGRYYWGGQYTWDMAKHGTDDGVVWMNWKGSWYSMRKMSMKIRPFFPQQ
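Assay system: Human fibrin DD(E) protein | Medium: Tris buffer with calcium and detergent, pH 7.8 | Reagent: 0.1 µM fluorescent Tn7 | Compound dosing: Single point at 8.3 µM | Times: 10 min preincubation, 3 h with tracer, room temperature | Detection: Fluorescence polarization of the labelled Tn7 tracer | Controls: Aha-Tn7 high control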
sPLA2-III inh – Blocks human group III sPLA2 activity. QFRET BODIPY PC-A2 liposome hydrolysis, fluorescence. inhibition, % at 12.2 µM. 370,000 compounds, 0.56% hits;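 active = inhibition above mean plus 3 SD of compounds lying within the high and low control bounds, cut at about 19% in these data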;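 also: 0% = median of test compound wells and 100% = no enzyme DMSO wells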
PLCb3 inh – blocks human PLC-beta3 enzyme activity; Purified PLC-beta3, fluorogenic substrate, fluorescence; inhibition, % at 12.2 µM; 370,000 compounds, 0.18% hits; Q01970; AID 720704; in the data active = inhibition above about 11%;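 also: 0% = median of compound wells on plate and 100% = full blocker control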
NR1D1 modulator – modulators of human Rev-erb alpha DNA binding; Rev-erbα–FITC-DNA binding, fluorescence polarization, 90 min; activity, % at 10 µM; 370,000 compounds, 0.79% hits;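 active = activity above about 14%, limit read from the data; passing the limit was not always enough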;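 also: 0% = DMSO wells with 35 nM protein and 100% = DMSO wells with 750 nM protein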
Target sequence (P20393 whole entry, looked up): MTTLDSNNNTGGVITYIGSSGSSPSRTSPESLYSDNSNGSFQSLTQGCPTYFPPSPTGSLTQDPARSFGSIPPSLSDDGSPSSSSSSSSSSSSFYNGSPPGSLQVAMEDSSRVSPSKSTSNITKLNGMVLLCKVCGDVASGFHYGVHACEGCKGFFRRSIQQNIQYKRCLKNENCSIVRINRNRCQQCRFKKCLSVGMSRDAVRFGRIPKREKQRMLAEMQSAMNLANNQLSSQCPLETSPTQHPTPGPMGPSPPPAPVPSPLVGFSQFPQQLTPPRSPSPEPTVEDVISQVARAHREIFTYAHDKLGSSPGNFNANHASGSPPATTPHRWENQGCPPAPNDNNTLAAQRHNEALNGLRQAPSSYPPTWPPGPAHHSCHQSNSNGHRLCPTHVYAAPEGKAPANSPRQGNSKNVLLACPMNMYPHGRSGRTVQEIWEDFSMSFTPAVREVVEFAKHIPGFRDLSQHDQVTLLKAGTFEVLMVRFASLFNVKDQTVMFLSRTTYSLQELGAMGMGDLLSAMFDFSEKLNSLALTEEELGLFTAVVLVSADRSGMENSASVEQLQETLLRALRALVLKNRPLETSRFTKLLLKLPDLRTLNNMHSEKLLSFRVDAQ
UHRF1 binding – UHRF1 methyl-DNA binding inhibition; 370,000 compounds, 0.75% hits; Q96T88; inhibition, % at 4.4 µM; UHRF1 binding to methylated oligo, TR-FRET; in the data active = inhibition above about 21%;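 also: UHRF1 SRA domain binding a hemimethylated CpG hairpin DNA probe; 0% = median of test compound wells and 100% = reference inhibitor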
PLC-gamma1 inh – inhibitors of human phospholipase C gamma1 | inhibition, % at 12.2 µM | P19174 | 370,000 compounds, 0.84% hits | purified PLC-gamma1, fluorogenic substrate, fluorescence; in the data active = inhibition above about 9.5%
DDE Tn6 FP inh – DD(E)-Tn6 binding inhibition, primary FP screen; Fibrin DD(E) TRITC-Tn6 fluorescence polarization displacement; AID 720509; 370,000 compounds, 0.21% hits; P02675; inhibition, % at 8.3 µM;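 active = inhibition above a per-campaign cutoff: mean of compounds within control limits plus 3 SD, cut at about 15% in these data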;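 also: 0% = median of all compound wells on the plate and 100% = blocking peptide control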
ASAP1 inh – inhibitors of human ASAP1 ArfGAP activity. 360,000 compounds, 0.19% hits. ASAP1-stimulated ARF1 GTP hydrolysis, GDP FP detection. inhibition, % at 16.5 µM. AID 624377. Q9ULH1; in the data active = inhibition above about 25%;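 also: 0% = vehicle with enzyme and substrate and 100% = no enzyme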
KLK7 zymogen act – proKLK7 (human) activation, primary screen; purified proKLK7, EDANS-DABCYL substrate fluorescence; 100% is mature enzyme control, 0% vehicle; 370,000 compounds, 0.9% hits; activation, % at 7 µM; P49862;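 active = activation above the mean of all tested compounds plus 3 SD, computed per campaign excluding outliers beyond control limits, cut at about 13% in these data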
Active calls of the source: *; i = inactive; nt = not tested or not shown; & = joins results of further samples.

No.	molecule	ARFGAP1 inhibitor	Tn7 DDE FP	sPLA2-III inh	PLCb3 inh	NR1D1 modulator	UHRF1 binding	PLC-gamma1 inh	DDE Tn6 FP inh	ASAP1 inh	KLK7 zymogen act
1	O=C(NC(=O)c1ccccc1)Nc1ccccc1	11	0	4	-5	3	2	3	2	-17	0.5
2	CCCCNC(=S)N(C)/N=C/c1ccc2c(c1)OCO2	8	-4	7	1	4	-1	2	-4	7	-0.3
3	CC(C)N(Cc1ccccc1)C(=O)c1ccc2nsnc2c1	-4	4	-2	-1	-1	0	1	2	-4	0.8
4	CCC(C)(C)n1nnnc1C(C(C)C)N1CCN(C)CC1 (centres undefined)	-7	-3	4	3	4	1	-2	0	-5	-0.6
5	O=c1c(Cc2ccc(Cl)cc2)c(O)ccn1Cc1cccs1	-1	-4	-2	-1	-1	3	-2	-2	16	-0.5
6	CCC1=NN(C(=O)c2ccc(Br)cc2)C(O)(c2ccccc2)C1 (centres undefined)	2	7	2	-10	5	-1	-7	0	8	-0.6
7	O=C1c2ccccc2NC(c2ccc(O)c(O)c2)N1c1ccccc1Cl (centres undefined)	-1	-1	1	-84	-3	0	-60	-3	-8	6.2
8	COc1cccc(N2C(=O)C3CCCN3C2c2ccc(Cl)cc2)c1 (centres undefined)	-2	3	-3	2	1	-1	-1	-1	-5	0.4
9	CCCCC[C@@H](C)N1C[C@H](COCc2ccccc2)Oc2cc(N3CCC[C@@H]3COC)ccc2S1(=O)=O	1	-10	-6	-5	-2	-3	-6	-2	4	-0.2
10	COc1ccc(-c2nn(-c3ccccc3)cc2/C=N/Nc2ccccn2)cc1OC	10	-1	-15	1	5	1	2	4	9	0.1
11	O=C(CSc1nnc(CCc2ccccc2)n1-c1ccc(Cl)cc1)c1ccccc1	10	-10	-59	0	-1	5	7	-7	-1	0.2
12	CCCNC(=O)COC(=O)c1ccc(OCC(=O)Nc2ccccc2OC)c(OC)c1	-2	-1	5	3	-4	-1	0	-4	11	-0.6
13	O=C(COC(=O)c1n[nH]c2ccccc12)Nc1ccc(S(=O)(=O)N2CCCC2)cc1	9	-1	-29	5	8	-2	11*	5	-2	-0.5
14	Cc1ccc2nc(NC(=O)CN(C)S(=O)(=O)c3cccc4nsnc34)sc2c1	-2	0	0	3	2	1	2	-14	4	0.4
15	CC(=O)Nc1ccc(S(=O)(=O)Nc2nc3ccccc3nc2Nc2ccc(S(N)(=O)=O)cc2)cc1	5	-3	-37	-131	2	-3	-129	-5	2	0.3
16	O=C(CSc1nc2ncccc2[nH]1)Nc1ccccc1-c1ccccc1	-2	2	-12	-3	2	-1	3	1	-5	0.4

Reformatted: results already given
(14) Cc1ccc2nc(NC(=O)CN(C)S(=O)(=O)c3cccc4nsnc34)sc2c1
- ARFGAP1 inhibitor: -2
- Tn7 DDE FP: 0
- sPLA2-III inh: 0
- PLCb3 inh: 3
- NR1D1 modulator: 2
- UHRF1 binding: 1
- PLC-gamma1 inh: 2
- DDE Tn6 FP inh: -14
- ASAP1 inh: 4
- KLK7 zymogen act: 0.4
(15) CC(=O)Nc1ccc(S(=O)(=O)Nc2nc3ccccc3nc2Nc2ccc(S(N)(=O)=O)cc2)cc1
- ARFGAP1 inhibitor: 5
- Tn7 DDE FP: -3
- sPLA2-III inh: -37
- PLCb3 inh: -131
- NR1D1 modulator: 2
- UHRF1 binding: -3
- PLC-gamma1 inh: -129
- DDE Tn6 FP inh: -5
- ASAP1 inh: 2
- KLK7 zymogen act: 0.3
(16) O=C(CSc1nc2ncccc2[nH]1)Nc1ccccc1-c1ccccc1
- ARFGAP1 inhibitor: -2
- Tn7 DDE FP: 2
- sPLA2-III inh: -12
- PLCb3 inh: -3
- NR1D1 modulator: 2
- UHRF1 binding: -1
- PLC-gamma1 inh: 3
- DDE Tn6 FP inh: 1
- ASAP1 inh: -5
- KLK7 zymogen act: 0.4

Going on with the list:
No.	molecule	ARFGAP1 inhibitor	Tn7 DDE FP	sPLA2-III inh	PLCb3 inh	NR1D1 modulator	UHRF1 binding	PLC-gamma1 inh	DDE Tn6 FP inh	ASAP1 inh	KLK7 zymogen act
17	COc1ccc(C(=O)NCc2nnc(SCC(=O)Nc3ccccc3OC)n2C)cc1	0	-3	0	5	7	2	5	0	2	0.2
18	CC(=O)NCCOc1cccc2cccnc12	6	2	3	-57	-1	-5	-44	2	-10	0.0
19	CCn1c(=O)c(C(=O)NCc2ccccc2OC)c(O)c2ccccc21	-1	2	-6	-4	6	-1	2	6	5	0.1
20	COc1ccc(NC(=O)/C(Cl)=C(/Cl)S(=O)Cc2ccccc2)cn1 (centres undefined)	1	-4	7	0	-5	3	1	-4	-4	-0.9
21	CN1C(C(=O)NCc2cccc(C(F)(F)F)c2)CC2Cn3c(nc4ccccc43)C21 (centres undefined)	1	5	4	-3	-7	-2	-2	2	1	0.3
22	CCOc1cc(/C=N/NC(=O)c2ccc(O)cc2)ccc1Oc1nc(Cl)ncc1F	5	1	-10	-2	-3	-2	0	-3	4	0.4
23	CN(c1ccc(C(=O)NC2CC2)cc1)S(=O)(=O)c1ccccc1	-3	3	-1	0	4	-2	0	5	1	0.5
24	CCCCNC(=O)c1ccccc1C(=O)NCCCC	5	-4	-3	-1	-1	1	0	-6	-9	-0.1
25	CCOC(=O)[C@@]12CCCC3=C1N(CCC3)C(=O)[C@H]2CC(=O)N1CCN(C(=O)C2CC2)CC1	nt	-5	-2	1	-1	-2	0	2	nt	0.6
26	O=C(Nc1ccc(SC(F)F)cc1)c1cc(-c2ccncc2)nc2ccccc12	18	-7	3	-11	-6	-1	4	-5	14	-1.0
27	Cc1ccc(N2CC(C(=O)Nc3nc4ccc(S(C)(=O)=O)cc4s3)CC2=O)cc1C (centres undefined)	-1	8	-24	-9	2	-1	-3	-9	8	-0.1
28	CCOC(=O)C1=NOC(CNC(=O)c2ccccc2Cl)C1 (centres undefined)	-3	-3	1	4	-6	0	2	-3	4	-0.3
29	O=C1CC/C=C\C[C@@H](CC(=O)N(CCO)Cc2ccccc2)C(=O)N[C@H](Cc2c[nH]c3ccccc23)CO1	0	2	-10	-2	-4	1	2	-1	8	0.0
30	O=C(c1ccc([N+](=O)[O-])cc1)N1C=CC(C(F)(F)F)=NCC1	17	4	7	-1	2	1	0	1	-23	-0.1
31	CCCC(C)C(=O)OCC(=O)Nc1c(Br)cc(C)cc1Br (centres undefined)	-5	-6	-9	3	1	-3	1	8	-13	-0.4
32	O=C(/C=C/c1cccs1)NCc1cccs1	-8	-1	-4	-5	4	5	2	-1	6	-0.4
33	COC(=O)c1ccc(/C=N/NC(=O)CC(=O)NC(C)C)cc1	0	2	-19	2	0	5	1	-1	8	0.6
34	CCCNC(=O)C(Cc1ccccc1)NS(=O)(=O)c1ccc2c(c1)CCC(=O)N2 (centres undefined)	2	-1	4	-2	8	-1	-1	-4	-4	-0.5
35	CC(C)n1c(N2CCN(C(=O)NCc3ccccc3)CC2)nc2ccccc21	16	3	6	-3	8	7	3	-6	-10	0.3
36	COc1ccc(C(=O)NC(C)C2CC3CCC2C3)c(OC)c1 (centres undefined)	-2	7	1	-5	4	1	-3	2	-18	0.0
37	COc1ccccc1CN1CCCC(CNC(=O)c2cccc3ccccc23)C1 (centres undefined)	-4	-4	-2	-5	-6	-1	-1	-1	-3	-0.2
38	COc1ccc(CNC(=O)CCC(=O)c2ccc(C)cc2)cc1OC	1	0	1	-5	-1	3	1	-3	1	0.5
39	NC(=O)c1cc(NC(=O)CCc2nc3ccccc3s2)cc(C(N)=O)c1	-3	2	9	1	-2	4	8	-7	4	0.0
40	COc1ccc(CNC(=O)c2n[nH]c3ccccc23)cc1OC	-23	0	-6	-5	-9	-4	1	-3	-12	-0.4
41	COc1cc(OC)cc(OC(=O)c2cccc(S(=O)(=O)N3CCN(C)CC3)c2)c1	2	-7	-13	2	1	2	7	0	-14	-0.6
42	Cc1ccccc1Nc1nnc(SCC(=O)NCc2cccs2)s1	7	-2	9	-5	-1	6	-3	-1	5	-0.1
43	C=C(C)CSc1nnc(CCCCCNC(=O)OC(C)(C)C)o1	5	-1	4	-8	-1	1	2	4	13	-0.3
44	C=CCOc1c(Br)cc(CNn2cn[nH]c2=S)cc1OC	1	9	14	3	-3	-3	3	-2	3	0.2
45	CC(C)CNS(=O)(=O)c1ccc(CCC(=O)NCC2CCCO2)cc1 (centres undefined)	8	-3	5	3	-2	0	0	5	5	0.0
46	CCc1nnc(NS(=O)(=O)c2ccc(NC(=O)c3cccc4ccccc34)cc2)s1	18	-7	-56	1	-4	-3	-3	2	23	0.2
47	CCOc1c(Cl)cc(Cl)cc1CNCCNCCO	6	10	18	1	-1	3	4	-3	-5	-0.4
48	Nc1[nH]c(C(=O)c2ccccc2)c(-c2ccccn2)c1C(=O)c1c[nH]c2ccccc12	-6	8	2	-25	-3	-3	-19	6	-9	0.2
49	C/C=C\C(=O)Nc1cccc(C2=NOC3(C2)C[C@@H](C(N)=O)N(C(=O)c2ccc(Cl)cc2)C3)c1 (some centres undefined)	-6	0	-7	1	1	1	-3	-2	-9	0.7
50	CC(C)c1ccc(C(=O)COC(=O)C(O)c2ccccc2)cc1 (centres undefined)	-6	7	-5	2	0	1	1	0	-6	-0.6
51	O=S(=O)(c1ccc(OCC2CO2)cc1)c1ccc(OCC2CO2)cc1 (centres undefined)	20	3	-10	4	-2	1	1	10	8	-0.1
52	COc1cccc(Oc2nc3ncn(Cc4ccccc4)c3c(=O)n2C)c1	12	-2	3	-2	7	0	-1	-10	-2	-0.2
53	CC1(C(=O)O)CCN1C(=O)c1cccc(C(F)(F)F)c1 (centres undefined)	-2	-3	7	-3	0	1	4	-3	2	0.2
54	O=C(NCCc1csc(-c2cccc(F)c2)n1)c1ccco1	12	2	3	-1	-6	3	2	-2	3	0.7
55	Cc1ccc(N2C(=O)C(Cl)=C(NCCO)C2=O)c(C)c1	2	0	-3	-7	-9	0	-4	8	-14	-0.3
56	COCCN(C(=S)Nc1ccc(OC)c(Cl)c1)C1CCN(C(C)C)CC1	-1	-6	1	4	2	-3	2	5	-14	0.2
57	COc1cc(C(=O)OCC(=O)Nc2cc(C)on2)ccc1OCc1ccccc1Cl	-7	-1	1	-1	1	0	-2	0	8	0.2
58	CN1CCc2c(sc3nc(NCCO)n(-c4cccc(Cl)c4)c(=O)c23)C1	-10	2	0	-239	-4	5	-182	6	6	-4.2
59	CN(C)CCCN(C(=O)c1ccc(C(=O)c2ccccc2)cc1)c1nc2c(F)cccc2s1	16	0&3	-10&9	-4&1	-3&3	-1&-1	0&-1	6&7	-9	0.0&0.2
60	COc1ccccc1N(CC(=O)NCc1ccccc1)S(C)(=O)=O	4	-1	3	4	0	2	1	-4	3	-0.5
61	Cn1c2ccccc2c(=O)c2ccc(NCCc3cccs3)cc21	18	-3	-9	i	-29	9	i	-8	-12	-147
62	CCOc1ccccc1CNCCN1CCOCC1	-5	-6	3	2	-4	-1	6	2	3	0.2
63	COc1ccc2c(c1)[C@@H](NC(=O)C(F)(F)F)[C@@H]1CCCC[C@]21c1ccccc1	14	-3	11	0	1	1	-1	0	-3	0.8
64	CC1CCCCN1CCNC(=O)c1cc2c(-c3ccccc3F)nn(C)c2s1 (centres undefined)	8	5	1	-55	-2	-1	-47	-1	-14	9.9
